Screening results: PubChem BioAssay, National Center for Advancing Translational Sciences (NCATS)
EPAC2 agonist = activates human EPAC2 exchange factor; EPAC2 activation, biochemical qHTS; response scale: 100% = 6.5 mM cAMP response; Potency, µM (doses to about 154 µM), for inactives: at the highest dose activation, hits mostly activators; 360,000 tested, 0.079% active; AID 720711; also: potency is read from the fitted curve at half-maximal effect; nearly all actives have a fitted effect of over 50% in size
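EPAC2 (100 nM) mixed with Rap1B loaded with BODIPY-GDP (250 nM) plus 50 uM unlabeled GDP; compounds pinned in, 5 min RT, then read every 5 min for 30 min (ex 480, em 540 nm). Normalized to cAMP control.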
EPAC1 antag = blocks human EPAC1 exchange factor; O95398; EPAC1 GEF assay, Rap1b-BODIPY-GDP exchange fluorescence; Potency, µM (highest dose often 115 µM), for inactives: at the top dose activity change, negative = inhibition, hits mostly inhibitors; 360,000 tested, 0.14% active; AID 720709;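 also: potency is read from the fitted curve at half-maximal effect; plate controls were vehicle for no effect and positive control for full effect; nearly all actives have a fitted effect of over 50% in size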
PLK1 PBD block = blocks phosphopeptide binding to human PLK1 polo-box domain | P53350 | Plk1 PBD binding of FITC phosphopeptide, fluorescence polarization | AID 720504 | Potency, µM, without a hit: max response, negative = inhibition, actives largely listed as inhibitors | 360,000 tested, 2.8% active; also: potency is read from the fitted curve at half-maximal effect; series mostly up to about 57 µM; % is scaled to controls: 0 for no effect and ±100 for the full control effect; nearly all actives have a fitted effect of over 65% in size
Target sequence (P53350 whole entry, looked up, the tested form may be a part): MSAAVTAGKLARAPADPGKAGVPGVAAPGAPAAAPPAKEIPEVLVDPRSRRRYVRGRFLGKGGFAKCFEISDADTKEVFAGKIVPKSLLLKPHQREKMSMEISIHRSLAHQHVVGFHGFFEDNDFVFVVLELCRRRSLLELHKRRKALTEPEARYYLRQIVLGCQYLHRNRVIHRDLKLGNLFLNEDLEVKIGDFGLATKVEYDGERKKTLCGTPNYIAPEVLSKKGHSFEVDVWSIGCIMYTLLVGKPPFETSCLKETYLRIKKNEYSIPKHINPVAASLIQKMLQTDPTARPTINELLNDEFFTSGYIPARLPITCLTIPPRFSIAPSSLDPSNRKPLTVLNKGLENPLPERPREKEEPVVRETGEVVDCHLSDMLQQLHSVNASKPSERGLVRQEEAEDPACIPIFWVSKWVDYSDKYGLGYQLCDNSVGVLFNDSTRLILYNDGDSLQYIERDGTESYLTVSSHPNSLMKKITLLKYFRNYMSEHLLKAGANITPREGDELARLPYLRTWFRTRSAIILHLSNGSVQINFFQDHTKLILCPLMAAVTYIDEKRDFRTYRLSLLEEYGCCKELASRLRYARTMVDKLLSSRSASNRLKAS
EPAC1 agonist = agonists of human EPAC1; AID 720707; 360,000 tested, 0.073% active; EPAC1 agonist qHTS, biochemical assay; response scale: 100% = response to 6.5 mM cAMP; Potency, µM (titrated, usually from 154 µM), for inactives: at the top dose activation, hits mostly activators; O95398; also: potency is read from the fitted curve at half-maximal effect; nearly all actives have a fitted effect of over 60% in size
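Normalized to 6.5 mM cAMP, activity reflects EPAC1-catalysed release of BODIPY-GDP from Rap1B, followed kinetically over 30 min at 480 nm excitation, 540 nm emission. Reaction contained 100 nM EPAC1, 250 nM Rap1B-BODIPY-GDP, 50 uM GDP.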
IL-2 act = activates IL-2 in a cell-based reporter assay. IL-2 activation reporter assay, cell-based qHTS; stimulated with anti-CD3/CD4/CD28 beads; in transgenic mouse T cells. AID 652025. activation, % (series mostly up to about 46 µM). 360,000 tested, 0.065% active; in the data active = activation above about 50%; inconclusive = mostly about 30% to 49%; also: 0% is about no effect
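Unstimulated transgenic mouse T cells, 750 per well, received compound and, after 60 minutes, anti-CD3/anti-CD4 bead plus anti-CD28 stimulation. EGFP and DsRed were quantified after 18 hours.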
PI5P4Ka inh = PI5P4K alpha (human) kinase inhibition; P48426; PI5P4Kalpha enzyme, ADP-Glo luminescence, 60 min; hits give low values; max response, %; 330,000 tested, 1.2% active; AID 652105; active = max response of -50% or lower; inconclusive = between -30% and -50%; inactive = -30% or higher; also: value at the top dose of about 77 µM; % is scaled to controls: 0 for no effect and ±100 for the full control effect
Target sequence (P48426 whole entry, looked up): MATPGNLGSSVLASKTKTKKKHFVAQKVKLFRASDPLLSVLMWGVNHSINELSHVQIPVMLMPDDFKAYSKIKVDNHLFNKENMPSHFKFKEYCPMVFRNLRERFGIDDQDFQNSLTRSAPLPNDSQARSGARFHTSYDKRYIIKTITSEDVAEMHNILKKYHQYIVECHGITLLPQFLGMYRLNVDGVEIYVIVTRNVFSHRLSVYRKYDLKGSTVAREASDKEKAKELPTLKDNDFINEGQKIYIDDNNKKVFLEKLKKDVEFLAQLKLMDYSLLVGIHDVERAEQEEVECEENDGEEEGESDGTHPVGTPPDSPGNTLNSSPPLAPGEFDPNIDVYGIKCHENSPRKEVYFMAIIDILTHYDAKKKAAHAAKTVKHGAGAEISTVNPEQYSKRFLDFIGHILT
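ADP-Glo luminescence end-point after a 60 min room-temperature kinase reaction. PI5P4Kalpha and substrate in HEPES pH 7.4 buffer with EGTA, 0.1% CHAPS and 5% DMSO; ATP at 5 microM final.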
CCT modulator = cytosolic chaperonin activity modulation; AID 651819; purified chaperonin ATPase assay, HTRF ADP detection, 30 min; 360,000 tested, 0.3% active; activity change, % (test concentration not listed), hits read low; in the data active = activity change below about -30%; also: % is scaled to controls: 0 for no effect and ±100 for the full control effect
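First, chaperonin was dispensed at 40 nM or 20 nM final depending on batch activity. Next, compounds were pinned at 76 uM and ATP added at 10 uM. After 30 min at 37 °C, ADP detection reagents ran 30 min at ambient temperature.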
WRN inhibitor = blocks human WRN helicase. 360,000 tested, 0.46% active. WRN helicase unwinding, fluorescent forked duplex, kinetic. Q14191. AID 651768. Potency, µM (highest dose often 114 µM), for inactives: top-dose activity change, negative = inhibition, most hits filed as inhibitors; also: potency is read from the fitted curve at half-maximal effect; % is scaled to controls: 0 for no effect and ±100 for the full control effect; nearly all actives have a fitted effect of over 55% in size
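Fluorescence dequenching readout, ex 525 nm/em 598 nm, kinetic mode: forked duplex DNA (100 nM final) with adjacent fluorophore and quencher unwound by WRN (20 nM final) with 2 mM ATP. Compound preincubation 15 min, room temperature.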
* marks the source's active call; other numbers are inactive results; ? = inconclusive; / = no result given; [ ] = remark or other dose. Unless noted, calls follow the shape of the dose curve; as a rule, active = well fitted curve in the direction sought with a large enough effect; inconclusive = small, poorly fitted or top-dose-only effect, or another doubt; inactive = no such curve, though single readings can be large; an effect the other way counts as inactive or inconclusive.

SMILES	EPAC2 agonist	EPAC1 antag	PLK1 PBD block	EPAC1 agonist	IL-2 act	PI5P4Ka inh	CCT modulator	WRN inhibitor
O=C(N/N=C/c1cccnc1)c1ccccc1NS(=O)(=O)c1cccs1	-1%	2%	4%	1%	0.8	-4	-1.0	-19%
COc1cc2c(cc1OC)/C(=C/C(=O)c1ccccc1F)NCC2	13%	-7%	-4%	4%	-0.4	-6	-0.6	5%
CCCCn1c(N)c(N(CC)C(=O)/C=C/c2ccco2)c(=O)[nH]c1=O	6%	-4%	-8%	11%	-2.3	2	-18	0%
O=C(CCc1nnc(-c2ccccc2)o1)NCc1c(F)cccc1F	-2%	5%	4%	2%	-1.4	-1	-5.6	-2%
COc1ccc(C)cc1N(CC(=O)O)S(=O)(=O)c1ccc(C)cc1	2%	5%	-1%	2%	-2.4	2	-2.4	6%[57.1 µM]
CCOc1ccc2[nH]cc(C(=O)NCCc3ccccc3)c(=O)c2c1	9%	-9%	-13%	2%	1.5	-1	-1.9	2%
CCOc1cc(C)c(S(=O)(=O)Nc2ccc(F)cc2)cc1C	7%	-5%	2%	8%	-4.4	/	-0.2	-15%
CCn1ccnc1CN(C)Cc1c(C(=O)N2C[C@@H](C)O[C@@H](C)C2)nc2ccc(Cl)cn12	-2%	-15%	3%	-10%	-2.2	9	1.2	-23%
O=C(O)c1ccc(S(=O)(=O)N2CCC(NC(=O)C3CCCCC3)CC2)cc1	-3%	4%	-4%	-18%	-1.4	2	-1.0	1%
COCCOC(=O)C1=C(C)N(Cc2ccccc2)C(=O)NC1c1ccc(OC)cc1 (stereo not drawn)	6%	0%	-9%	-2%	-1.5	-5	-2.7	-33%[57.1 µM]
COCCNC(=O)CN(Cc1ccccc1)S(=O)(=O)c1ccc2nc(C)sc2c1	-2%	10%	-3%	-1%	-0.5	-1	2.0	12%
O=C(NCCCN1CCOCC1)c1ccc2c(=O)n(CCc3ccccc3)c(=O)[nH]c2c1	-3%	-18%	-5%	0%	0.2	/	-2.4	8%
CCOCCCNC(=O)C1CCN(C(=O)N(C)C)CC1	9%	15%	-13%	1%	-1.3	/	0.0	2%
O=C(NC1=NCCS1)c1ccc(Cl)c(S(=O)(=O)N2CCc3ccccc32)c1	11%	-19%	-6%	14%	-0.2	4	1.1	-6%
COc1cccc(CC(=O)OC(C)C(=O)Nc2ccc(Cl)cn2)c1 (stereo not drawn)	9%	-20%	-2%	-54%[inhibitor]	-0.7	-5	-1.1	-2%
C[C@H]1CC[C@H]2C(=O)N[C@H](Cc3ccccc3)C(=O)N2[C@@H]1c1ccccc1	-2%	-9%	5%	4%	-0.2	-3	-0.8	-5%
Cc1noc(C)c1S(=O)(=O)N(C)Cc1ccccc1	6%	-25%	-12%	6%	-0.9	2	-0.7	-1%
COc1ccc(OC)c(S(=O)(=O)n2ccc(C)n2)c1	2%	-26%	6%	-9%	0.0	-8	1.1	0%[57.1 µM]
COc1c(Cl)ccc(Cl)c1C(=O)OCC(=O)O	-4%	-2%	-6%	-2%	-2.9	/	-0.6	4%
Cc1ccc(C2CC(c3cccs3)=NN2C(=O)CSc2nc3ccccc3o2)cc1 (stereo not drawn)	16%	-20%	-7%	11%	0.9	-1	-1.3	-14%

Ordered by SMILES length (falling): three of the compounds above
SMILES	EPAC2 agonist	EPAC1 antag	PLK1 PBD block	EPAC1 agonist	IL-2 act	PI5P4Ka inh	CCT modulator	WRN inhibitor
CCn1ccnc1CN(C)Cc1c(C(=O)N2C[C@@H](C)O[C@@H](C)C2)nc2ccc(Cl)cn12	-2%	-15%	3%	-10%	-2.2	9	1.2	-23%
O=C(NC1=NCCS1)c1ccc(Cl)c(S(=O)(=O)N2CCc3ccccc32)c1	11%	-19%	-6%	14%	-0.2	4	1.1	-6%
COc1cc2c(cc1OC)/C(=C/C(=O)c1ccccc1F)NCC2	13%	-7%	-4%	4%	-0.4	-6	-0.6	5%

(listing goes on)
SMILES	EPAC2 agonist	EPAC1 antag	PLK1 PBD block	EPAC1 agonist	IL-2 act	PI5P4Ka inh	CCT modulator	WRN inhibitor
CCO[C@H]1c2c(ccc3ccc(=O)oc23)OC(C)(C)[C@@H]1O	-2%	9%	-8%	8%	-0.5	-1	-0.1	8%
COc1ccc(NC(=O)C(=O)Nc2cccc3cccnc23)c(OC)c1	10%	?	-13%	10%	-0.7	6	-0.3	-3%
Cc1[nH]c2ccccc2c1C(c1ccncc1)N1CCCCC1 (stereo not drawn)	0%	-4%	?	3%	-1.1	-5	-1.3	0%
Cc1ccc(N(CC(=O)N2CCN(C3CCCCC3)CC2)S(=O)(=O)c2cccnc2)cc1	6%	4%	-1%	-3%	-3.6	/	1.3	-11%
O=c1cc[nH]c2cc(C(F)(F)F)ccc12	9%	3%	-8%	8%	-2.2	/	-2.3	-8%[57.1 µM]
CCOC(=O)c1c(NC(=O)CSc2nc3ccc(OC)cc3[nH]2)sc2c1CC(C)(C)NC2(C)C	-3%	-14%	1%	-18%	-1.0	4	-2.2	-7%
COc1ccc2nc(SCC(=O)N3CCNC3=O)[nH]c2c1	7%	11%	-9%	1%	-1.8	/	1.5	3%
Cc1cc(C)c(NC(=O)CN(C)C(=O)CNC(=O)c2cccs2)c(C)c1	0%	15%	1%	-2%	1.0	-1	0.9	1%
COc1ccccc1NC(=O)CSc1nnc(Cn2cnc3ccccc32)o1	7%	-5%	-17%	9%	2.1	-7	-5.4	-34%
CC(C)(C)NCC1(CO)SC(N)=NC1=O (stereo not drawn)	5%	11%	-5%	12%	-3.0	/	-3.2	1%
CC(=O)c1ccc(OCCOc2ccc(Cl)c3cccnc23)cc1	1%	11%	-2%	-2%	0.6	4	0.9	11%
C[C@H](CO)N1C[C@H](C)[C@H](CN(C)S(=O)(=O)c2ccccc2C#N)OCc2cnnn2CCCC1=O	7%	-17%	-9%	7%	-3.8	-2	4.0	4%
CCOc1ccc(S(=O)(=O)NCCC(=O)NCC(c2ccccc2OC)N2CCCC2)cc1 (stereo not drawn)	-4%	-1%	-1%	0%	-1.0	3	-1.1	-13%
C/C(CC1CC2=C(CC1(C)C)C(C)(C)CCC2)=N\NC(N)=S (stereo not drawn)	14%	16%	17µM*	12%	-3.9	/	2.1	-12%
O=C(c1ccccc1)N(Cc1ccc(F)cc1)Cc1nc2ccccc2c(=O)[nH]1	11%	-1%	0%	-1%	-0.2	/	-0.7	-14%
Nc1nc(SCC(=O)Nc2ncc(C(F)(F)F)cc2Cl)n[nH]1	-1%	1%	-12%	-7%	1.4	7	1.3	-7%
Cc1ccccc1S(=O)(=O)NC(=O)C1(C)CCN1C(=O)C1(c2ccc(Cl)cc2)CCC1 (stereo not drawn)	-9%	-4%	-4%	-21%	0.1	-4	-0.6	1%
O=C1c2oc3ccccc3c(=O)c2C(c2cccc(F)c2)N1CCCO (stereo not drawn)	-9%	0%	-20%	-2%	2.0	1	0.8	-12%[57.1 µM]
COc1ccccc1-n1cc(C(=O)c2cc(Cl)ccc2O)cc(C#N)c1=O	-9%	-19%	11%	-10%	2.8	-4	1.6	-26%
Cc1cccc(C)c1NC(=O)C1(C)CSCC(=O)N1CCCN1CCOCC1 (stereo not drawn)	9%	21%	-19%	6%	1.8	-2	/	10%
C=C(C)CSc1nnc(CCCCCNC(=O)OC(C)(C)C)o1	6%	-16%	-10%	0%	0.9	1	-0.2	0%
CC1CN(C(=O)c2nn(C)cc2[N+](=O)[O-])CC(C)O1 (stereo not drawn)	8%	3%	12µM*	-2%	2.4	-18	-1.3	10%
Cn1c(=O)c2c(nc(Br)n2C)n(C)c1=O	9%	-5%	-11%	6%	0.4	-6	-2.7	4%
COc1ccc(CNC(=O)Cn2ccc(NC(=O)OCc3ccccc3)nc2=O)cc1	3%	-9%	-12%	8%	0.8	-7	-1.2	-8%
CCOc1ccccc1NC(=S)NCc1ccco1	6%	12%	-16%	11%	-1.4	-1	0.1	6%
COc1ccc2c(c1)c(=O)oc1cc(O)ccc12	8%	-4%	-9%	2%	-0.4	-8	-4.1	-18%
CCCCC(=O)Nc1ccc(Br)cn1	0%	-3%	-1%	8%	1.5	-7	-0.8	0%
CSc1nsc(SCC(=O)N2CCCc3ccccc32)n1	20%	-2%	-12%	22%	0.5	-5	2.4	-24%
CC(C)(C)c1cc(C(=O)N/N=C/c2ccco2)n[nH]1	4%	12%	1%	0%	0.1	5	-1.3	-8%[57.1 µM]
COc1ccc(CCn2c(C)nc3c(c(=O)c4ccccc4n3C)c2=O)cc1	-3%	-2%	0%	-9%	-0.5	-6	1.6	-7%
COc1ccc([N+](=O)[O-])cc1N(CC(=O)N1CCCCC1)S(C)(=O)=O	-9%	-5%	-15%	-16%	-0.3	-1	1.1	-1%
O=C(COc1ccc(Cl)cc1Br)OCC(=O)c1ccc[nH]1	-11%	-4%	5%	-4%	0.8	-9	-2.9	-5%
CCO[C@@H]1OC(C(=O)N2CCN(C)CC2)=C[C@H](C2CCCCC2)[C@H]1CCCO	2%	-13%	-4%	-13%	0.1	8	1.1	3%
CCC(CC)NC(=O)/C=C/c1ccccc1Cl	9%	-14%	30µM*	-4%	0.5	-12	-1.5	-24%
O=C(O)c1cccc(NC(=O)c2ccc3c(c2)C(=O)N(c2cccc([N+](=O)[O-])c2)C3=O)c1	7%	-14%	-12%	-5%	0.3	?	-1.3	-4%
O=C(Nc1cccc(-c2nnc(-c3ccccc3)o2)c1)C1CCCCC1	-9%	7%	-5%	-2%	-2.4	-5	-1.3	7%
O=[N+]([O-])c1ccc(C(O)CN2CCN(C/C=C/c3ccccc3)CC2)cc1 (stereo not drawn)	19%	-13%	-2%	-10%	-6.1	-5	0.8	15%
O=C(NCc1ccncc1)C(=O)NCC1OCCN1S(=O)(=O)c1cc(F)ccc1F (stereo not drawn)	-9%	3%	8%	-7%	6.5	-5	2.3	-5%
COc1cc(OC)cc(C(=O)Nn2cc(C(=O)Nc3c(F)cccc3F)c3ccccc3c2=O)c1	14%	-6%	-12%	6%	-3.8	1	-5.3	-25%
c1ccc2c(c1)COC(CNC1CCCCC1)OC2	8%	-2%	-11%	-2%	2.4	1	-6.7	2%
Cc1ccc2cc(CN(CC3CCCO3)S(=O)(=O)c3c(C)ccc4nsnc34)c(=O)[nH]c2c1 (stereo not drawn)	10%	2%	0%	2%	-0.3	/	0.6	-8%
CC(=O)c1ccc(N2CCN(C(=O)c3nn(Cc4ccccc4)c(=O)c4ccccc34)CC2)cc1	3%	-24%	6%	0%	-4.7	-1	-2.6	2%[57.1 µM]
Cc1c(NC(=O)C(C)Sc2ncnc3ccccc23)c(=O)n(-c2ccccc2)n1C (stereo not drawn)	3%	6%	3%	5%	-0.7	-1	0.6	-6%

Only part of the results is shown (hit frequency here may not be typical).
